Screens from PubChem BioAssay.
Yp Topo-I inh: Yersinia pestis topoisomerase I inhibitors, primary screen, biochemical, cleavage product accumulation, plate reader, single point; AID 504884, 2011; activity, % at 10 µM; Y. pestis Topo-I cleavage product accumulation; 360,000 tested, 0.064% active; DNA topoisomerase I (Yersinia pestis CO92); in the data active means activity above about 50%, passing the limit was not always enough; further: inactives centre near 2
DUSP3 inh: VHR1 phosphatase inhibitors, primary screen, biochemical, absorbance, uHTS | inhibition, % at 13.3 µM | recombinant VHR phosphatase, pNPP absorbance | 290,000 tested, 0.52% active; in the data active means inhibition above about 50%; further: some compounds called inactive have numbers as strong as hits
TcdB GH inh: TcdB glycohydrolase inhibitors, primary screen, biochemical, single point, plate reader; Toxin B (Clostridioides difficile), P18177; inhibition, % at 9.99 µM; TcdB glycohydrolase enzymatic assay; 350,000 tested, 0.24% active; AID 652162, 2013; in the data active means inhibition above about 10%
Target sequence (P18177 whole entry, looked up): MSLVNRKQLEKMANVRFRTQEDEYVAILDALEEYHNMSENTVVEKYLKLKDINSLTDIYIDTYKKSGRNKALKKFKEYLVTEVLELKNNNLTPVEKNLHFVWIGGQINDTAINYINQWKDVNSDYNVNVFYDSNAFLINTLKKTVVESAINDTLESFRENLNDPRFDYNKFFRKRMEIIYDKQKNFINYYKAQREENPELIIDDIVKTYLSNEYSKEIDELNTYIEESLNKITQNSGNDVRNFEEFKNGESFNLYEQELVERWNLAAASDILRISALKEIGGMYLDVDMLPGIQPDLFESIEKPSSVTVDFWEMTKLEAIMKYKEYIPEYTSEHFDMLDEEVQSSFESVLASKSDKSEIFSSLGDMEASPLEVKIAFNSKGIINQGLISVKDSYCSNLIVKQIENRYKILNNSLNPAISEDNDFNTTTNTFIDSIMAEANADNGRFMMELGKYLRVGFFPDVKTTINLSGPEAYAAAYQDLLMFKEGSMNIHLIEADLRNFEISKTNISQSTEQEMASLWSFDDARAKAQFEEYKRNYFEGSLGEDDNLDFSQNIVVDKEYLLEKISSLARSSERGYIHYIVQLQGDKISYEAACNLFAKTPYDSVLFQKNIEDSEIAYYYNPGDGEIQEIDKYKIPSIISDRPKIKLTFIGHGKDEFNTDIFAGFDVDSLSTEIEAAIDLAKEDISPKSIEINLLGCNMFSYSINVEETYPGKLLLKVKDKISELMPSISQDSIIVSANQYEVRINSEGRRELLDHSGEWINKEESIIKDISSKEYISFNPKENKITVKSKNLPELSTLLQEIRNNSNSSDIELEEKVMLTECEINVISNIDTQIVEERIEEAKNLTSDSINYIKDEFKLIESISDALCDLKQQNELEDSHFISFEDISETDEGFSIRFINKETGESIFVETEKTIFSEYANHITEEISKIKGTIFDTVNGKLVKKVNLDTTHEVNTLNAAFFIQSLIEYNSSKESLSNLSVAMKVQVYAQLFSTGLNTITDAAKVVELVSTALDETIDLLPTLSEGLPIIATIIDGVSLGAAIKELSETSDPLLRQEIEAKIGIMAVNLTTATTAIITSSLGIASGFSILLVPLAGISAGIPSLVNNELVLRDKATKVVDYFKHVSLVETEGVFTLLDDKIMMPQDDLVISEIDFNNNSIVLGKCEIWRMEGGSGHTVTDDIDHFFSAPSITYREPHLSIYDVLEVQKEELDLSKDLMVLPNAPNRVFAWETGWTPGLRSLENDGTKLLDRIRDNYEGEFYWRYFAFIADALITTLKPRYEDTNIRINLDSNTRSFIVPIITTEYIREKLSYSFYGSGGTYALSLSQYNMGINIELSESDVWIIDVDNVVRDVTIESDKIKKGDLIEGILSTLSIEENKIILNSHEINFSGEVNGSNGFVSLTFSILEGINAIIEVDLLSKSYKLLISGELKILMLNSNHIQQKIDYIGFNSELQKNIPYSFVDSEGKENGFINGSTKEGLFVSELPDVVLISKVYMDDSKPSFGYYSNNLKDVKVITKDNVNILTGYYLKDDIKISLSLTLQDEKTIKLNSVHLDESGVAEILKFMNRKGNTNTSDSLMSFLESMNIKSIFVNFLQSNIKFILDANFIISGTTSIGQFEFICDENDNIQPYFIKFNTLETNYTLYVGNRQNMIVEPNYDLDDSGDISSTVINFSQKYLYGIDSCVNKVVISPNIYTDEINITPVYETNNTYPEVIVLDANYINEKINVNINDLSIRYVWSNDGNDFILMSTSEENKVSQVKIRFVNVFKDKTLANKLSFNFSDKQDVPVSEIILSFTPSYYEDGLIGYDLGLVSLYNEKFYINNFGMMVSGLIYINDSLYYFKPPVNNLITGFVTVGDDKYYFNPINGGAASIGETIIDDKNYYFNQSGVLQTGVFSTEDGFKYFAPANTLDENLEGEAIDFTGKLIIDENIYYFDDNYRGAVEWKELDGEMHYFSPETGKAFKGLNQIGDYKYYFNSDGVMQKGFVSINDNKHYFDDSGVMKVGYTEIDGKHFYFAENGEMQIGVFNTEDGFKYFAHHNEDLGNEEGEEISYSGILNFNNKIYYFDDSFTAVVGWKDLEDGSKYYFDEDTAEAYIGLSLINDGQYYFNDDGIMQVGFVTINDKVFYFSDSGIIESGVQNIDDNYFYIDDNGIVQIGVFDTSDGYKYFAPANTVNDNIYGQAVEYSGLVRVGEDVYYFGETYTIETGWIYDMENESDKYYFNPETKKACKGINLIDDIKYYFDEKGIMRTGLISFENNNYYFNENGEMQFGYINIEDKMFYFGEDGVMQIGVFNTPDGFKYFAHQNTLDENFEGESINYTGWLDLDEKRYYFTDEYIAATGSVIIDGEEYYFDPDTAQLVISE
PriA SSB inh: inhibitors of Klebsiella pneumoniae PriA binding to SSB C-terminal tail, primary screen, biochemical, AlphaScreen; PriA–SSB C-terminal tail interaction (Klebsiella pneumoniae); AlphaScreen SSBct-PriA binding, biotinylated peptide; 430,000 tested, 0.6% active; inhibition, % at 33 µM; in the data active means inhibition mostly above about 37%, no sharp cut-off; inactive means mostly below about 20%;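 further: plate controls were negative control peptide for no effect and reference peptide for full effect; strong numbers were not always called active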
Vc quorum ag: inducers of Vibrio cholerae quorum light production without autoinducers, primary screen, BH1578 luxS cqsA deficient, single point. activation, % at 18.7 µM. V. cholerae BH1578 lux reporter, luminescence, 6 h. 350,000 tested, 0.16% active; in the data active means activation mostly above about 9.7%, no sharp cut-off; further: not every result past the cut was called active; inactives centre near 0; reference of the scale not given here
MazF activator: activators of E. coli MazEF toxin-antitoxin RNase, primary screen, biochemical, fluorescence, uHTS. AID 504720, 2011. activation, % at 20 µM. FAM/BHQ RNA-DNA oligo cleavage fluorescence, 5 h. 350,000 tested, 0.32% active; in the data active means activation above about 50%
SARS 3CLpro inh: SARS-CoV 3CLpro protease inhibitors, primary screen, biochemical, quenched FRET; 290,000 tested, 0.14% active; AID 1706, 2009; recombinant SARS-CoV 3CLpro, quenched FRET peptide cleavage; Replicase polyprotein 1ab (Severe acute respiratory syndrome coronavirus), P0C6X7; inhibition, % at 6 µM; in the data active means inhibition above about 12%
Anthrax LF inh2: Bacillus anthracis LF protease inhibitors, primary screen, biochemical, multiplex microsphere, MLPCN library; AID 588501, 2011; Lethal factor (Bacillus anthracis), P15917; 360,000 tested, 0.12% active; multiplex microsphere protease cleavage assay; inhibition, % at 10 µM; in the data active means inhibition above about 30%; further: plate controls were buffer without enzyme for full effect and enzyme alone for no effect
PfHsp40 rescue: rescue of yeast from PfHsp40 toxicity, primary screen, S. cerevisiae, ATP luminescence. S. cerevisiae expressing PfHsp40, growth rescue. growth rescue, % at 12.5 µM. 340,000 tested, 0.68% active. AID 504582, 2011; in the data active means growth rescue above about 28%, passing the limit was not always enough;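 further: yeast W303a lacking pdr1 and pdr3 grown in galactose medium; growth measured after three days at 30 °C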
Rv3671c inh: Rv3671c serine protease inhibitors, primary screen, biochemical, fluorescence polarization, M. tuberculosis H37Rv; inhibition, % at 5.96 µM; 320,000 tested, 0.048% active; in the data active means inhibition above about 38%;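 further: extracellular domain of Rv3671c used as enzyme; 0% = enzyme with DMSO and 100% = no enzyme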
* = called active by the depositor; & = joins results of further samples. This is a subset; count on the stated rates, not on these rows.

The opening two records as a preview:
`COc1ccccc1CNC(=O)COC(=O)c1ccc(Cl)nc1` gave Yp Topo-I inh 4, TcdB GH inh 0.4, PriA SSB inh -7, Vc quorum ag inactive, MazF activator 5, Anthrax LF inh2 -4, PfHsp40 rescue -1.2 and Rv3671c inh 1.
`COc1cc2c(C#CCCO)c(-c3ccsc3)oc(=O)c2cc1OC` gave Yp Topo-I inh 37, TcdB GH inh 0.8, PriA SSB inh 10, Vc quorum ag -0.6, MazF activator 5, Anthrax LF inh2 -10, PfHsp40 rescue -0.3 and Rv3671c inh -13.

This part in full, previewed entries included:
`COc1ccccc1CNC(=O)COC(=O)c1ccc(Cl)nc1` gave Yp Topo-I inh 4, TcdB GH inh 0.4, PriA SSB inh -7, Vc quorum ag inactive, MazF activator 5, Anthrax LF inh2 -4, PfHsp40 rescue -1.2 and Rv3671c inh 1.
`COc1cc2c(C#CCCO)c(-c3ccsc3)oc(=O)c2cc1OC` gave Yp Topo-I inh 37, TcdB GH inh 0.8, PriA SSB inh 10, Vc quorum ag -0.6, MazF activator 5, Anthrax LF inh2 -10, PfHsp40 rescue -0.3 and Rv3671c inh -13.
`CCOc1ccc(N=Cc2ccccc2O)cc1` gave Yp Topo-I inh 1, TcdB GH inh 0.7, PriA SSB inh -5&2, Vc quorum ag -3.4, MazF activator -2, Anthrax LF inh2 -5 and PfHsp40 rescue 0.3.
N#C/C(C(=O)NCc1ccccc1)=C1/SC(Cc2ccc(Cl)cc2)C(=O)N1c1ccccc1 (stereo not drawn) was read as Yp Topo-I inh 8, DUSP3 inh 3, TcdB GH inh -0.6, PriA SSB inh 2, Vc quorum ag inactive, MazF activator -14, SARS 3CLpro inh 0, Anthrax LF inh2 0, PfHsp40 rescue -1.1 and Rv3671c inh -8.
`CCC12CN3CCN(CC(C3)/C1=N/NC(N)=O)C2` gave Yp Topo-I inh 0, DUSP3 inh 21, TcdB GH inh -0.7, Vc quorum ag 0.1, MazF activator -4, SARS 3CLpro inh 2, Anthrax LF inh2 -1, PfHsp40 rescue -0.4 and Rv3671c inh -4.
Screening O=C(NC1CCN(Cc2ccccc2)CC1)c1cccc(NS(=O)(=O)c2ccc(Br)cc2)c1 returned Yp Topo-I inh -14, TcdB GH inh 1.1, PriA SSB inh -3, Vc quorum ag 0.9, MazF activator 2, Anthrax LF inh2 -9 and PfHsp40 rescue -0.1.
COc1ccc(OC)c(NC(=O)Cn2c(=O)n(CC3CCCO3)c(=O)c3cc(OC)c(OC)cc32)c1 (stereo not drawn) was read as Yp Topo-I inh 6, DUSP3 inh 17, TcdB GH inh 1.2, PriA SSB inh -1, Vc quorum ag -0.1, MazF activator 13, SARS 3CLpro inh -3, Anthrax LF inh2 -4, PfHsp40 rescue -0.7 and Rv3671c inh 8.
For O=C(CSc1nc2[nH]ncc2c(=O)[nH]1)Nc1ccc(Cl)c(Cl)c1 the results were Yp Topo-I inh 14, TcdB GH inh 1.8, PriA SSB inh -5, Vc quorum ag -0.3, MazF activator 0, Anthrax LF inh2 1, PfHsp40 rescue 0.0 and Rv3671c inh -14.
`Cc1ccc(-c2nc3cc(N)ccc3o2)c(C)c1` gave Yp Topo-I inh -1, DUSP3 inh 12, PriA SSB inh -8, Vc quorum ag -0.1, MazF activator 4, SARS 3CLpro inh 2, Anthrax LF inh2 -1, PfHsp40 rescue 0.8 and Rv3671c inh 1.
Screening O=C(COc1ccc(Cl)cc1)N1CCN(c2ncccn2)CC1 returned Yp Topo-I inh 6, DUSP3 inh 7, PriA SSB inh 7, Vc quorum ag inactive, MazF activator 4, SARS 3CLpro inh -3, Anthrax LF inh2 -9, PfHsp40 rescue -0.7 and Rv3671c inh -1.
For O=C(CCc1nnc2ccc(NCc3ccc(Cl)cc3)nn12)NC1CCCCC1 the results were Yp Topo-I inh 32, DUSP3 inh -22, TcdB GH inh 0.1, PriA SSB inh -8, Vc quorum ag inactive, MazF activator 43, SARS 3CLpro inh -2, Anthrax LF inh2 4, PfHsp40 rescue -0.5 and Rv3671c inh -3.
`CCSc1nc(=O)n(-c2ccccc2)c(C)c1C(C)=O` gave Yp Topo-I inh -8, DUSP3 inh -9, PriA SSB inh -15, Vc quorum ag inactive, MazF activator 6, SARS 3CLpro inh 1, Anthrax LF inh2 2, PfHsp40 rescue -0.7 and Rv3671c inh -4.
For Cc1ccccc1NC(=O)Cc1nc(COC(=O)C(C)(C)Oc2ccc(Cl)cc2)cs1 the results were Yp Topo-I inh 10, TcdB GH inh 1.2, Vc quorum ag -0.3, MazF activator -1 and Anthrax LF inh2 -3.
For CC1=CC(C)C2C(=O)N(CCC[N+](C)(C)C)C(=O)C2C1 (stereo not drawn) the results were Yp Topo-I inh 6, DUSP3 inh 10, PriA SSB inh 0, Vc quorum ag inactive, MazF activator 7, SARS 3CLpro inh 5, Anthrax LF inh2 -7, PfHsp40 rescue 2.7 and Rv3671c inh -2.
For Cc1c(C(=O)NCCc2ccccc2)oc2ccc(S(=O)(=O)N3CCC4(CC3)OCCO4)cc12 the results were Yp Topo-I inh -2, DUSP3 inh 38, PriA SSB inh -14, Vc quorum ag -1.6, MazF activator 11, SARS 3CLpro inh 5, Anthrax LF inh2 -1, PfHsp40 rescue 1.8 and Rv3671c inh -13.
Screening CCOC(=O)c1c(NC(=O)C(F)(OC)C(F)(F)F)sc2c1CCN(C)C2 (stereo not drawn) returned Yp Topo-I inh 0, DUSP3 inh 14, PriA SSB inh -26, Vc quorum ag 0.7, MazF activator -1, SARS 3CLpro inh -5, Anthrax LF inh2 0, PfHsp40 rescue 0.0 and Rv3671c inh 0.
For C=CCn1c(SCC(=O)NCC(=O)OCC)nnc1-c1ccccn1 the results were Yp Topo-I inh 2, DUSP3 inh 19, PriA SSB inh 4, Vc quorum ag -0.5, MazF activator 4, SARS 3CLpro inh 0, Anthrax LF inh2 -2, PfHsp40 rescue -0.9 and Rv3671c inh 7.
`N#Cc1cnn2cc(-c3ncc(C(F)(F)F)cc3Cl)cnc12` gave Yp Topo-I inh -3, DUSP3 inh 16, PriA SSB inh -11, Vc quorum ag inactive, MazF activator -6, SARS 3CLpro inh -1, Anthrax LF inh2 -2, PfHsp40 rescue -1.1 and Rv3671c inh 6.
Screening CN(C)C(=O)Oc1cccc([N+](C)(C)C)c1 returned Yp Topo-I inh 2&-3, DUSP3 inh -1, TcdB GH inh -0.5&0.7, PriA SSB inh 7, Vc quorum ag 6.2, MazF activator 2&8, SARS 3CLpro inh 0&3, Anthrax LF inh2 0&-5, PfHsp40 rescue 19&0.0&-2.4&0.2 and Rv3671c inh 2&-3.
CCc1ccccc1NS(=O)(=O)Cc1ccccc1 was read as Yp Topo-I inh 2, DUSP3 inh -23, TcdB GH inh -8.4, PriA SSB inh -7, Vc quorum ag -0.4, MazF activator 1, SARS 3CLpro inh 1, Anthrax LF inh2 2, PfHsp40 rescue -0.1 and Rv3671c inh 2.
CCc1ccc(NC(=O)c2ccc3c(c2)C(=O)N(Cc2ccco2)C3=O)cc1 was read as Yp Topo-I inh -2, DUSP3 inh 21, TcdB GH inh 1.8, PriA SSB inh -2, Vc quorum ag -0.3, MazF activator 4, SARS 3CLpro inh -2, Anthrax LF inh2 1, PfHsp40 rescue 0.1 and Rv3671c inh -17.
For CC1CCN(C(=O)COC(=O)/C=C/c2ccc(Br)o2)CC1 the results were Yp Topo-I inh -1, TcdB GH inh -0.4, PriA SSB inh -3, Vc quorum ag inactive, MazF activator 7, Anthrax LF inh2 -1, PfHsp40 rescue -0.9 and Rv3671c inh 2.
COc1cccc(/C=C2/SC(=S)N(CCC(=O)N3CCOCC3)C2=O)c1 was read as Yp Topo-I inh 12, DUSP3 inh 44, TcdB GH inh 0.8, PriA SSB inh -9, Vc quorum ag 0.3, MazF activator -3, SARS 3CLpro inh -2, Anthrax LF inh2 -17, PfHsp40 rescue -1.0 and Rv3671c inh -8.
For COc1ccc(NC(=O)COCC(=O)Nc2ccc(C)cc2)cc1 the results were Yp Topo-I inh 0, DUSP3 inh 1, TcdB GH inh -0.1, PriA SSB inh -1, Vc quorum ag inactive, MazF activator -23, SARS 3CLpro inh 2, Anthrax LF inh2 -6, PfHsp40 rescue 0.6 and Rv3671c inh -8.
O=C(Nc1ccc2nc3n(c(=O)c2c1)CCCCC3)c1ccccn1 was read as Yp Topo-I inh 3, DUSP3 inh 25, TcdB GH inh 1.8, PriA SSB inh -16, Vc quorum ag -0.4, MazF activator 3, SARS 3CLpro inh 1, Anthrax LF inh2 -10, PfHsp40 rescue -1.5 and Rv3671c inh -4.
`CCOC(=O)Nc1ccc2c(COC(=O)C(NS(=O)(=O)c3ccc(Cl)cc3)C(C)O)cc(=O)oc2c1` (stereo not drawn) gave Yp Topo-I inh 6, TcdB GH inh 1.9, PriA SSB inh -4, Vc quorum ag -3.2, MazF activator 0, Anthrax LF inh2 -9, PfHsp40 rescue 0.7 and Rv3671c inh -7.
COc1ccc(NC(=O)NCCC2=CCCCC2)cc1 was read as Yp Topo-I inh 1, DUSP3 inh 1, TcdB GH inh 1.0, PriA SSB inh 9, Vc quorum ag -0.3, MazF activator 4, SARS 3CLpro inh 6, Anthrax LF inh2 -3, PfHsp40 rescue 1.5 and Rv3671c inh 1.
CC1Sc2ccc(S(=O)(=O)CCC(=O)N(C)Cc3ccccc3)cc2NC1=O (stereo not drawn) was read as Yp Topo-I inh 20, DUSP3 inh -12, TcdB GH inh 1.3, PriA SSB inh 3, Vc quorum ag -1.8, MazF activator 1, SARS 3CLpro inh -1, Anthrax LF inh2 1, PfHsp40 rescue 0.9 and Rv3671c inh 0.
CCCCc1ccc(NC(=O)Nc2cnccn2)cc1 was read as Yp Topo-I inh 17, DUSP3 inh 15, TcdB GH inh 0.6, PriA SSB inh -18, Vc quorum ag -1.1, MazF activator 1, SARS 3CLpro inh 5, Anthrax LF inh2 -4, PfHsp40 rescue 2.1 and Rv3671c inh -2.
`Cc1ccc2c(Cl)cc(Cl)c(OCC(=O)OCC(=O)Nc3ccc(C#N)cc3)c2n1` gave Yp Topo-I inh 9, DUSP3 inh 2, TcdB GH inh 1.4, PriA SSB inh -22, Vc quorum ag -0.1, MazF activator -7, SARS 3CLpro inh 3, Anthrax LF inh2 -4, PfHsp40 rescue -0.6 and Rv3671c inh -18.
`O=[N+]([O-])c1ccc(N2CCN(CCOc3nonc3-c3ccccc3)CC2)c(Cl)c1` gave Yp Topo-I inh 8, DUSP3 inh 40, TcdB GH inh -0.1, PriA SSB inh -8, Vc quorum ag 3.7, MazF activator -7, SARS 3CLpro inh 6, Anthrax LF inh2 -4, PfHsp40 rescue 2.3 and Rv3671c inh -2.
`COc1ccc(C(=O)N/C(=C\c2ccc3c(c2)OCO3)C(=O)NCCc2nc3ccccc3[nH]2)cc1` gave Yp Topo-I inh 2, DUSP3 inh -4, PriA SSB inh -3, Vc quorum ag inactive, MazF activator 4, SARS 3CLpro inh -5, Anthrax LF inh2 0, PfHsp40 rescue -0.3 and Rv3671c inh 1.
`CCC(Sc1nc2ncccc2[nH]1)C(=O)NC1CCC(C)CC1` (stereo not drawn) gave Yp Topo-I inh -3, DUSP3 inh 33, TcdB GH inh -0.1, PriA SSB inh -4, Vc quorum ag -0.4, MazF activator 138*, SARS 3CLpro inh -4, Anthrax LF inh2 -3, PfHsp40 rescue 0.4 and Rv3671c inh -5.
